# PrPC surface inh = cell surface PrPC inhibition, primary TR-FRET screen; TR-FRET read-out; inhibition, % at 13.8 µM; hit rate 0.43% among 370,000; in the data active = inhibition above about 24%; also: 0% = median of the test wells and 100% = reference compound wells
# Anthrax LF prot = blocks Bacillus anthracis lethal factor protease. multiplex microsphere protease cleavage assay, LF. inhibition, % at 10 µM. P15917. hit rate 0.12% among 360,000; also: plate controls were buffer without enzyme for full effect and enzyme alone for no effect
# SARS 3CLpro inh = SARS-CoV 3CLpro protease inhibition; hit rate 0.14% among 290,000; inhibition, % at 6 µM; P0C6X7; recombinant SARS-CoV 3CLpro, quenched FRET peptide cleavage; in the data active = inhibition above about 12%
# CCHFV vOTU inh = CCHFV vOTU protease inhibition; inhibition, % at 11.5 µM; hit rate 0.55% among 370,000; AID 651958; Pep-AMC fluorescence; in the data active = inhibition above about 30%; also: 0% = vehicle wells with enzyme and 100% = no enzyme wells
# Rv3671c protease = inhibits the M. tuberculosis serine protease Rv3671c; hit rate 0.048% among 320,000; inhibition, % at 5.96 µM; AID 2606; in the data active = inhibition above about 38%;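 also: extracellular domain of Rv3671c used as enzyme; 0% = enzyme with DMSO and 100% = no enzyme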
# Target sequence (P9WHR9 whole entry, looked up, the tested form may be a part): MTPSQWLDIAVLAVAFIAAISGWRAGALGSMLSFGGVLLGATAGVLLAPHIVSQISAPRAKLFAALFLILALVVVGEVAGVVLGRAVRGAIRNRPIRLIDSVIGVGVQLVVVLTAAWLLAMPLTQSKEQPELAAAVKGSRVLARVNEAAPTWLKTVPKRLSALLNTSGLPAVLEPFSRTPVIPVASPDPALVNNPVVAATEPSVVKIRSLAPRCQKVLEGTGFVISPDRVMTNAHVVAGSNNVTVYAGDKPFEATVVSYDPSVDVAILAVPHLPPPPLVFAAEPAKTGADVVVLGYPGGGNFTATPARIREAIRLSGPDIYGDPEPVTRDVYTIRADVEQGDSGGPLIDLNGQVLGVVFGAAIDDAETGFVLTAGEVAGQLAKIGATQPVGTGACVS
# DUSP3 inh = blocks human VHR1 dual specificity phosphatase; AID 1654; recombinant VHR phosphatase, pNPP absorbance; inhibition, % at 13.3 µM; hit rate 0.52% among 290,000; P51452; in the data active = inhibition above about 50%; also: some compounds called inactive have numbers as strong as hits
# Target sequence (P51452 whole entry, looked up): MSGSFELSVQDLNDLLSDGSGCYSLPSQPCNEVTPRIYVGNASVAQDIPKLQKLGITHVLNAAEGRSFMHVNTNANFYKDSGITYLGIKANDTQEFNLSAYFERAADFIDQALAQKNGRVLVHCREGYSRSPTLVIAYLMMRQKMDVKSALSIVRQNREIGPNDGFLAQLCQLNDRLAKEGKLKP
# PriA SSB inh = blocks PriA binding to SSB C-terminal tail | AlphaScreen SSBct-PriA binding, biotinylated peptide | inhibition, % at 33 µM | hit rate 0.6% among 430,000 | AID 1272365; in the data active = inhibition mostly above about 37%, no sharp cut-off; inactive = mostly below about 20%;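 also: plate controls were negative control peptide for no effect and reference peptide for full effect; strong numbers were not always called active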
# MazEF act = activators of E. coli MazEF toxin-antitoxin RNase. P0AE70. FAM/BHQ RNA-DNA oligo cleavage fluorescence, 5 h. activation, % at 20 µM. hit rate 0.32% among 350,000. AID 504720; in the data active = activation above about 50%
# Target sequence (P0AE70 whole entry, looked up): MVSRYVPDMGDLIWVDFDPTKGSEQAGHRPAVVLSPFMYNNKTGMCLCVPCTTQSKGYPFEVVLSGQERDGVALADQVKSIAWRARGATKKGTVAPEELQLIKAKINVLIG
# BoNT A protease = blocks Botulinum neurotoxin A light chain protease; multiplex microsphere protease substrate cleavage, flow cytometry; inhibition, % at 10 µM; hit rate 0.17% among 360,000; also: plate controls were buffer without enzyme for full effect and enzyme alone for no effect
# BoNT-F LC inh = BoNT F light chain protease inhibition. Multiplex microsphere protease cleavage assay, flow cytometry. inhibition, % at 10 µM. hit rate 0.22% among 360,000; in the data active = inhibition above about 35%, passing the limit was not always enough; inconclusive = no clear call, values can overlap the other calls; also: plate controls were buffer without enzyme for full effect and enzyme alone for no effect
# * hit, by the source's call; ? = inconclusive; · = not tested or not shown; & = joins results of further samples. Rule as the data show it, unless noted: active = inhibition above about 30%; inconclusive = no clear call, values can overlap the other calls; inactive = below that.
SMILES,PrPC surface inh,Anthrax LF prot,SARS 3CLpro inh,CCHFV vOTU inh,Rv3671c protease,DUSP3 inh,PriA SSB inh,MazEF act,BoNT A protease,BoNT-F LC inh
O=C(COc1ccc(F)cc1)Nc1nnc(C2CCCCC2)s1,-3,1,4,8,-8,19,2,6,0.7,-6
COc1ccc(OCC(=O)OCC(=O)N2C(C)CCCC2C)cc1 (centres undefined),2,0,·,-5,2,·,-4,3,-0.5,-2
Cc1ccc(C2CC(c3cccs3)=NN2C(=O)c2ccco2)o1 (centres undefined),0,-2,3,-2,1,2,-6,5,0.3,4
COc1ccc2c(CN3CCN(C(C)=O)CC3)cc(=O)oc2c1,4,0,·,8,·,·,·,·,-0.2,-2
Nc1c(NCc2ccccc2)c2ccccc2oc1=O,7,-1,-2,11,3,-8,20,10,-0.5,-8
Cc1cccc(NS(=O)(=O)c2ccc(C)c(C(=O)NCc3cccnc3)c2)c1,-8,2,·,-1,1,·,-7,5,0.4,-1
O=C(Nc1ccc(F)c(Cl)c1)c1nsc(Cl)c1Cl,-3,1,-2,5,-6,-5,-1,-1,3.8,?
CCSc1ccc2nnc(-c3ccc(F)cc3)n2n1,1,0,-5,-6,-4,-13,-7,1,0.0,-4
CCOC(=O)COc1cccc2c(=O)n(CC(=O)N3CCCCC3)ccc12,-1,10,-1,-11,-1,25,3,6,-0.2,-7
COc1cc(OC)cc(C(=O)N[C@H](C(=O)Nc2nc3c(s2)CCCC3)C(C)C)c1,12,0,7,2,0,8,-3,-1,0.0,2
CC(C)(C)OC(=O)C[C@@H]1C/C=C\C[C@@H](CC(=O)NCCO)C(=O)N[C@H](Cc2c[nH]c3ccccc23)COC1=O,-9,-3,·,3,3,·,12,8,-0.2,-7
Cc1cccc(CSc2ccc(-c3cccs3)nn2)c1,8,3,3,8,-4,43,-35,-19,6.7,2
Cc1[nH]n(C(N)=S)c(=O)c1N=Nc1ccc(Cl)cc1Cl,-3,-3,2,16,14,2,-2,-6,-0.6,?
OC(c1ccccc1)(c1ccccc1)C1CCN(C(=S)Nc2ccc(F)cc2)CC1,8,7,·,-2,-3,·,3,13,-0.4,2
Cc1ccc(CNC(=O)CCSCc2ccccc2F)cc1,0,-15,-6,-11,2,22,-6,-1,0.6,-9
O=C(NCc1ccncc1)C(=O)N/N=C/c1ccccc1OCc1ccccc1,2,-2,0,11,-6,-2,·,3,0.1,3
COc1ccccc1CN1CC(C(=O)NCc2cc(C)on2)CCC1=O (centres undefined),-2,0,-2,-5,-3,2,-7,1,-0.2,-3
O=C(Nc1ccccc1Cl)C1CCN(Cc2cnn(-c3ccccc3)c2-n2cccc2)CC1,6,-1,-3,-3,-10,-10,-1,-5,-0.6,2
CCOC(=O)N1CCC(NC(=O)CC2C(=O)NCCN2Cc2cccc(F)c2F)CC1 (centres undefined),4,4,-1,-9,-1,18,-8,3,-0.5,-6
C[C@H](CO)N1C[C@H](C)[C@@H](CN(C)S(=O)(=O)c2cccc(F)c2)OCc2cnnn2CCCC1=O,4,-7,·,12,·,·,·,8,-0.5,3
Cc1ccnc(SCC(N)=O)n1,-2,-1,-2,-6,1,0,-17&-2,-10,-0.5,0
Cc1cccc(OCCCC(=O)NNC(=O)CCN2CCN(c3ccccc3)CC2)c1,-6,4,·,2,3,·,-1,5,4.4,7
Cc1ccc(S(=O)(=O)N(CC(=O)NCc2ccncc2)C2CCCCC2)cc1,2,4,4,9,-3,-6,-7,-4,0.5,?
CCOC(=O)C1CCN(Cc2cccc(Oc3ccc(Cl)cc3)c2)CC1,-6,-12,-1,-3,3,0,-27,-1,-0.7,15
O=C(NCCc1cccs1)C(c1ccccc1)c1ccccc1,-2,28,-2,-13,-8,43,-26,5,1.9,?
O=C1NC(c2ccccc2)Cc2ccncc21 (centres undefined),3,-6,·,-4,·,·,-9,7,0.5,7
O=C(NCC(c1cccnc1)N1CCN(c2ccccc2)CC1)OCc1ccccc1 (centres undefined),9,-6,-2,-2,10,-20,9,15,-0.9,-2
O=C(COc1ccc2c3c(c(=O)oc2c1)CCCC3)N1CCN(c2ccc(F)cc2)CC1,3,-5,2,9,3,12,-2,-2,-0.8,-2
COc1ccc(CC(=O)NCc2ccccn2)cc1OC,-1,3,-5,1,-3,19,-4,0,0.2,-14
NC(N)=NN=C(c1ccc(F)cc1)c1ccc(C(F)(F)F)cc1,18,-9,·,-4,·,·,·,26,-1.7,-42
COCOCCn1cc(CN2CCS(=O)(=O)N(Cc3ccc(-c4ccc(OC)cc4)cc3)C(CC(C)C)C2=O)nn1 (centres undefined),-13,2,·,2,·,·,·,16,-0.4,-4
Cc1ccc(COc2ccc(C(=O)NN)cc2)cc1,-6,3,5,5,2,12,-11,9,0.9,-5
OC[C@@H]1CN(Cc2cccnc2)C[C@H](n2cnc3c(NC4CCCC4)ncnc32)O1,12,-5,·,-8,·,·,·,·,-0.1,1
Cc1cc(N/C(=N\S(=O)(=O)c2ccc(Cl)cc2)c2ccc(F)cc2)no1,0,7,-7,-8,3,-11,·,-1,0.4,-4
Cc1cc(C(=O)N2CCN(S(C)(=O)=O)CC2)sc1-c1ccccc1,-2,-1,-4,-14,-4,-4,-13,3,0.5,3
O=C(Nc1cc(-c2nc3ncccc3o2)ccc1Cl)c1ccc([N+](=O)[O-])o1,-6,3,-7,12,-8,7,1,-1,-0.6,-18
CCOc1cccc(OCCCCN2CCOCC2)c1,0,1,-6,4,-3,5,-16,-3,-0.1,0
Cc1ccc(C)c(Oc2cc(F)nc(N)n2)c1,-2,5,3,-5,-10,-5,-3,7,-1.4,24
O=C(Nc1nc(-c2cccs2)c(-c2ccccc2)s1)c1ccco1,-10,1,4,8,-18,17,-3,-5,-0.2,0
Cn1c(=O)cc(N2CCOCC2)[nH]c1=O,4,6,-2,-4,2,7,-1,4,-0.6,-11
COc1ccc(N2C(=O)C3CCCN3C2c2ccccc2Cl)cc1 (centres undefined),2,-5,-1,-8,-2,-17,1,3,-0.4,-6
COc1cc(-c2ccc(NC(=O)c3ccc(C)cc3)c(OC)c2)ccc1NC(=O)c1ccc(C)cc1,-1,4,0,-16,·,8,-3,2,0.1,5
O=C(COC(=O)c1ccc(F)cc1F)NC(=O)Nc1ccc2c(c1)OCCO2,4,-7,·,-2,1,·,-1,7,-0.5,-6
Cc1ccc(CNC(=O)CCc2nnc(Cc3ccc(-c4ccccc4)cc3)o2)o1,-1,4,0,3,9,38,-7,-6,-0.1,-8
COc1ccc(-c2nc(SCC(=O)Nc3nccs3)c(-c3ccc(Cl)cc3)[nH]2)cc1,24,-8,1,1,25,4,5,2,-0.4,-10
CCOC(=O)C1=C(N)Oc2ccc3ccccc3c2C1c1ccc(O)c(OC)c1 (centres undefined),-5,7,5,-4,·,71,-1,10,-0.6,-23
Cc1ccc(-n2c(SCC(=O)OC(C)C)nnc2-c2ccco2)cc1,5,-10,4,0,-4,-3,4,-12,-0.8,9
COC(=O)c1c(-c2ccccc2)csc1NC(=O)c1c(-c2ccccc2)noc1C,7,-1,3,9,-9,32,2,-10,0.0,-1

# 5 entries from above, ordered by heavy-atom count, smallest number first:
SMILES,PrPC surface inh,Anthrax LF prot,SARS 3CLpro inh,CCHFV vOTU inh,Rv3671c protease,DUSP3 inh,PriA SSB inh,MazEF act,BoNT A protease,BoNT-F LC inh
Cn1c(=O)cc(N2CCOCC2)[nH]c1=O,4,6,-2,-4,2,7,-1,4,-0.6,-11
COc1ccc(N2C(=O)C3CCCN3C2c2ccccc2Cl)cc1 (centres undefined),2,-5,-1,-8,-2,-17,1,3,-0.4,-6
CCOC(=O)C1=C(N)Oc2ccc3ccccc3c2C1c1ccc(O)c(OC)c1 (centres undefined),-5,7,5,-4,·,71,-1,10,-0.6,-23
COc1ccc(-c2nc(SCC(=O)Nc3nccs3)c(-c3ccc(Cl)cc3)[nH]2)cc1,24,-8,1,1,25,4,5,2,-0.4,-10
COc1cc(-c2ccc(NC(=O)c3ccc(C)cc3)c(OC)c2)ccc1NC(=O)c1ccc(C)cc1,-1,4,0,-16,·,8,-3,2,0.1,5

# Additional results.
SMILES,PrPC surface inh,Anthrax LF prot,SARS 3CLpro inh,CCHFV vOTU inh,Rv3671c protease,DUSP3 inh,PriA SSB inh,MazEF act,BoNT A protease,BoNT-F LC inh
COc1c(Br)cc(Br)cc1/C=N/NC(=O)c1ccncc1,-7,2,4,-17,1,16,·,0,-0.6,-4
CCOC(=O)C1CCN(C(=O)COc2ccc(S(=O)(=O)NC(C)C)cc2)CC1,11,-8,7,-7,1,4,-7,8,1.2,-12
Cc1nc(=O)c(-c2ccccc2)c(C)n1-c1ccccc1,10,-6,2,0,10,0,-9,-1,-0.7,-8
O=C(CSCc1ccc(Cl)cc1)Nc1ccc(-c2nnc(-c3ccccc3)o2)cc1,5,3,-3,32*,1,14,-8,-5,0.4,2
CC1CCN(S(=O)(=O)CCNC(=O)c2ccc3c(c2)OCO3)CC1,-5,1,·,0,3,·,-18,1,-4.0,-2
C=CCC(CC=C)(C(=O)O)c1ccccc1,1,-1,-2,-9,1,-16,-3,4,-0.4,-1
O=C1CCC(OCc2ccccc2)CCN1[C@H](CSc1ccccc1)Cc1ccccc1 (some centres undefined),3,-11,·,4,·,·,·,·,-1.2,0
CCCNC(=O)C1CCN(S(=O)(=O)c2ccc3[nH]c(=O)ccc3c2)CC1,0,1,-7,-9,0,33,-8,3,-0.8,-2
O=C(N/N=C/c1ccc(N2CCOCC2)c([N+](=O)[O-])c1)c1ccc(F)cc1,-19,6,1,7,1,26,·,1,-1.2,-2
CN(C(=S)NC(=O)c1ccccc1)C1CCCCC1,-1,0,0,-1,3,15,-5,4,0.3,2
CCOC(=O)c1c(N2C(=O)C3CC(C)=C(C)CC3C2=O)sc(C)c1C (centres undefined),-3,-3,1,-11,4,1,-8,2,1.3,-6
O=C1C2C3C=CC(C4CC34)C2C(=O)N1CCCCN1CCN(c2ccc(F)cc2)CC1 (centres undefined),-6,24,·,-9,7,·,11,0,-6.5,?
Cc1cccc(NC(=O)Cc2noc3ccccc23)c1,1,-10,4,6,4,4,-6,4,-1.6,-3
COc1ccc(C(Nc2cc(C)ccn2)c2ccc3ccc(C)nc3c2O)cc1 (centres undefined),6,2,1,0,5,-13,-3,-12,-0.2,-7
O=C(NN1CCOCC1)c1ccc(Cl)cc1,-2,-1,2,-12,-8,-2,0,-6,-1.0,-12
O=C(CCC(=O)Nc1ccc(F)cc1)N/N=C/c1c[nH]c2ccccc12,10,-1,1,6,-10,19,·,-3,0.2,-7
Cc1ccccc1OCC(=O)NCCCNC(=O)c1ccco1,-7,0,2,0,5,23,-2,-9,0.1,5
CCOC(=O)CSc1nnc(-c2c[nH]c3ccccc23)o1,-1,3,-6,-16,·,12,-2,6,-2.6,?
Cc1nc(C)c(-c2ccc(SCc3ccccc3C)nn2)s1,-2,-2,1,14,-5,11,-10,5,1.5,0
Cc1cccc(-n2c(C)cc(/C=C3/C(=N)N4C(c5ccccc5)=CSC4=NC3=O)c2C)c1,7,0,1,6,1,-8,-14,-5,-0.3,-7
O=C(CC1SC(=NC2CCCCC2)NC1=O)Nc1ccccc1 (centres undefined),2,4,-2,15,2,0,-4,-4,0.5,3
CCC1CCCCN1C(=O)COC(=O)c1n[nH]c2ccccc12 (centres undefined),0,0,1,-6,0,13,-18,8,0.9,-7
COc1ccc(C)cc1NS(=O)(=O)c1ccccc1,-5,-4,·,-8,·,·,-10,3,0.4,5
Cc1occc1C(=O)N1CCCC(Nc2ccc(F)cc2)C1 (centres undefined),2,-2,-2,-3,3,14,-2,3,-3.2,-9
O=C(O)CSc1nnc(-c2ccc(S(=O)(=O)N3CCCC3)cc2)n1Cc1ccco1,-5,0,-1,-6,11,25,-13,-8,-0.4,-3
CC(Sc1ccccc1)C(=O)NCCc1ccccc1 (centres undefined),-5,-6,-3,-14,4,14,-15,3,-2.7,?
Fc1cccc(Cc2c(-c3ccco3)nc3c4ccccc4ccn23)c1,-6,0,·,4,·,·,·,·,-0.4,-6
O=C1N=c2ccccc2=C1c1sc(Nc2ccc(O)cc2)nc1O,-8,-2,7,-2,·,6,-18,-14,-1.0,1

# From PubChem

# The list is partial, so the mix of outcomes need not match the whole.
